AID2073: inhibitors of Mint1-CaV2.2 protein interaction, biochemical, HTRF (AID 2073); HTRF protein-protein interaction, Mint1-CaV2.2; higher % means a stronger effect; one-dose inhibition, % at 20 µM; IC50 in µM for titrated hits; 0.19% of 290,000 active; in the data active = inhibition mostly above about 51%, no sharp cut-off; inconclusive = no clear call, values can overlap the other calls; inactive = mostly below about 53%; also: some results filed as inactive read as strong as hits
Dengue-2 NS5 capping: Dengue-2 NS5 methyltransferase inhibitors, primary screen, biochemical, confirmation dose response (AID 588689); Dengue-2 NS5 methyltransferase capping enzyme assay, biochemical; higher % means a stronger effect; one-dose inhibition, % at 25 µM; IC50 in µM for titrated hits; 0.3% of 340,000 active; in the data active = a potency from the dose series; inconclusive = inhibition above about 29% without an active follow-up result
RSV antiviral HEp-2: RSV antiviral activity via CPE protection, HEp-2 cells, primary 10 µM value included (AID 2391); HEp-2 cells, RSV-induced CPE inhibition; higher % means a stronger effect; one-dose CPE inhibition, % at 10 µM; IC50 in µM for titrated hits; 0.13% of 310,000 active; in the data active = a potency from the dose series; inconclusive = CPE inhibition mostly from about 23% at the one dose, without a potency; inactive = the rest, 99 in 100 with CPE inhibition below about 21%; also: strong numbers were not always called active
NTR1 ag: NTR1-driven beta-arrestin-GFP spot formation – imaging, U2OS cells, high content, primary screen (AID 493036); P30989; agonist mode; activation, % at 20 µM; 0.17% of 330,000 active;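 active = activation at or above 40% of the spot to cytoplasm intensity ratio, with at least 20 cells analyzed; inconclusive = wells under 20 cells, flagged as cytotoxic or low count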;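 also: 0% = DMSO without peptide and 100% = 100 nM NTR1 peptide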
Target sequence (P30989 whole entry, looked up): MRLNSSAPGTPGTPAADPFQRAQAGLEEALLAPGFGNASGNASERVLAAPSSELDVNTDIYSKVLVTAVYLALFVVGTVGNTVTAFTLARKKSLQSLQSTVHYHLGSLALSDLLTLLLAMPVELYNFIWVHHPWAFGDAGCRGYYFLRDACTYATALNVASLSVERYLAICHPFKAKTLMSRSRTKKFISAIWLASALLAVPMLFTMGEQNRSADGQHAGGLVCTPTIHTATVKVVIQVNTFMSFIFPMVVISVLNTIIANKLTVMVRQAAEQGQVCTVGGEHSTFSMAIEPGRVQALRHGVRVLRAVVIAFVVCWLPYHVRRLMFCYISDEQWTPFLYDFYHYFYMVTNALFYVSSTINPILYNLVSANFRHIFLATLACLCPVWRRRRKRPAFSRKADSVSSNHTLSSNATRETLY
SIAH1 antagonists: blockers of Siah-1 interaction with plectin peptide – biochemical, fluorescence polarization, rhodamine-plectin, uHTS, primary screen (AID 1817). Siah-1 / rhodamine-plectin peptide fluorescence polarization; higher % means a stronger effect. 0.02% of 290,000 active. displacement, % at 20 µM; hits with a dose series show IC50 in µM;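 active = displacement of at least 50% at 20 µM, with a fluorescence ratio check between 0.3 and a set limit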;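 also: plate controls were Siah plus tracer with DMSO for no effect and tracer alone without Siah for full effect; strong numbers were not always called active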
Large T inhibition: SV40 large T antigen inhibitors, biochemical (AID 1903) | SV40 large T antigen ATPase/helicase inhibition assay; higher % means a stronger effect | one-dose inhibition, % at 20 µM; IC50 in µM for titrated hits | 0.39% of 310,000 active; in the data active = a potency from the dose series; inconclusive = inhibition mostly from about 32% at the one dose, without a potency; inactive = the rest, 99 in 100 with inhibition below about 32%; also: strong numbers were not always called active
MgcRacGAP inhibition: MgcRacGAP GTPase-activating activity inhibitors, confirmation, biochemical, ADP Hunter fluorescence; MgcRacGAP-stimulated Rac1 GTP hydrolysis, ADP Hunter fluorescence; higher % means a stronger effect; GST-tagged Rac1 F28L mutant substrate; one-dose inhibition, % at 30 µM; IC50 in µM for titrated hits; 0.6% of 340,000 active;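 active = first-screen hits whose inhibition reached a set limit at any dose in the follow-up dose series; inconclusive = inhibition above the set first-screen limit but never retested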;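 also: fluorescence reports GDP produced by GAP-driven GTP hydrolysis; strong numbers were not always called active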
K1F lysis inhibition: protection from phage-mediated lysis, alamar blue read-out – E. coli UTI89, K1F phage, bacterial capsule biogenesis inhibitors (AID 488966) | E. coli UTI89 K1F phage lysis, alamar blue, 2 h; higher % means a stronger effect | inhibition, % at 100 µM; hits with a dose series show IC50 in µM | 0.02% of 340,000 active;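 active = phage lysis inhibition, versus mean bacterial control, above a set limit; inconclusive = no clear call, values can overlap the other calls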;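 also: capsule biogenesis inhibitors block K1F phage lysis so surviving cells raise fluorescence; higher fluorescence means more inhibition of phage lysis; actives were called in the ten point dose series up to 300 µM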
West Nile virus CPE: inhibition of WNV-induced cytopathic effect – cell-based, CPE readout (AID 1621). West Nile virus-infected cells, CPE inhibition; higher % means a stronger effect. 0.02% of 290,000 active. one-dose CPE inhibition, % at 10 µM; IC50 in µM for titrated hits; in the data active = a potency from the dose series; inconclusive = CPE inhibition mostly from about 3.7% at the one dose, without a potency; inactive = the rest, 99 in 100 with CPE inhibition below about 2.2%; also: strong numbers were not always called active
NTR1 ag cell count 20 µM: also measured in NTR1 ag; calls as there; cell count; measured here: cell count, cytotoxicity flag
The depositor's hits bear a star; ? = inconclusive; . = not tested or not shown; & = joins results of further samples; [ ] = dose if it differs, or a comment.

SMILES | AID2073 | Dengue-2 NS5 capping | RSV antiviral HEp-2 | NTR1 ag | NTR1 ag cell count 20 µM | SIAH1 antagonists | Large T inhibition | MgcRacGAP inhibition | K1F lysis inhibition | West Nile virus CPE
O=C(Nc1ccccc1)c1ccccc1Oc1ccc(C(F)(F)F)cc1[N+](=O)[O-] | -1% | -6% | 4.0% | 5.9 | 53 | 0% | 4% | 11% | -3.0% | -1.8%
O=C1c2ccccc2C(=O)c2c([N+](=O)[O-])ccc(O)c21 | 14% | -2% | ? | 26 | 47 | 28% | 15% | 7% | -0.6% | 0.3%
CCCS(=O)(=O)c1c(S(=O)(=O)CCC)c2cnccn2c1C(=O)c1ccc(F)cc1 | 0% | -5% | 0.1% | -0.5 | 45 | -2% | 17% | 2% | 1.5% | -0.7%
Cc1ccc(CN(C)C(=O)c2ccc(NS(=O)(=O)c3ccc4[nH]c(=O)[nH]c4c3)cc2)cc1 | . | 1% | -2.1% | 0.7 | 45 | . | 6% | 4% | 0.5%[50 µM] | .
CNC(=S)NNC(=O)Cc1ccccc1 | -12% | 0% | 0.3% | -1.1 | 67 | 3% | 3% | 9% | -0.1% | -0.3%
CN1CCNC(=O)C1CC(=O)N1CC=C(c2ccc(F)cc2)CC1 (stereo unspecified) | -3% | -3% | 0.2% | -0.2 | 42 | -3% | 5% | 5% | -1.1% | -0.3%
COc1ccc(Cl)cc1C(=O)NC(=S)Nc1nc(C)cc(C)n1 | . | 3% | 3.0% | 3.7 | 49 | . | 9% | 7% | 4.2% | .
CN(C(=O)COC(=O)c1ccc(Cl)nc1)C1CCS(=O)(=O)C1 (stereo unspecified) | 9% | -7% | -1.0% | -1.3 | 57 | -3% | 6% | 4% | 0.2% | 0.4%
O=C(O)c1ccc(C2Nc3ccccc3C(=O)N2Cc2ccccc2)cc1 (stereo unspecified) | 10% | -9% | 0.3% | -0.4 | 51 | 3% | 14% | 7% | 0.0% | 1.5%
COc1nccnc1NS(=O)(=O)c1ccc(NC(=S)NC(=O)c2ccc(F)c(F)c2)cc1 | -1% | 4% | 7.2% | -2.7 | 62 | 7% | 9% | 8% | 2.6%[50 µM] | -0.3%
COc1ccc(/C(C)=N\NS(=O)(=O)c2ccccc2)cc1OC | 2% | -3% | 2.0% | 2.2 | 43 | -3% | 19% | 7% | 5.5% | -0.1%
COCCN(C(=O)C1CC1)c1nnc(-c2ccc(C)cc2)s1 | -5% | -7% | 0.7% | -0.5 | 84 | 3% | 2% | 4% | 0.3% | -0.1%
CC(=O)c1ccccc1OCC(=O)Nc1cccc(S(=O)(=O)N2CCCC2)c1 | . | 1% | 1.1% | . | . | . | . | 8% | 0.1%[50 µM] | .
CCOc1ccc2nc(N3CCC(C(=O)Nc4nnc(CC)s4)CC3)sc2c1 | 14% | -2% | -0.1% | 1.0 | 99 | -4% | 1% | 7% | 0.0% | 0.4%
Cc1cc(C(=O)COC(=O)c2cc(O)c3ccccc3c2O)c(C)n1CC1CCCO1 (stereo unspecified) | 46% | ? | . | . | . | 2% | 24% | 16% | 0.4% | 0.4%
COc1ccc(NC(=O)CCCC(=O)OCC(F)(F)C(F)F)cc1 | -8% | 0% | 1.3% | 0.2 | 56 | 1% | . | 0% | 0.7% | ?
CN(C)CCNc1oc(/C=C/c2ccccc2)nc1C#N | ? | -4% | 0.5% | 0.1 | 34 | 2% | 16% | 11% | 6.0% | 0.3%
CCc1cc2c(=O)[nH]c(CC(N)=O)nc2s1 | -7% | -2% | 0.5% | 1.0 | 48 | 5% | 6% | 4% | -2.4% | -1.1%
CCN(c1ccc(NC(=O)CSc2ccc3c(c2)OCCO3)cc1)C(C)C | . | -4% | . | 0.9 | 55 | . | . | 21% | 0.2% | .
Cc1ccc(C)c(NC(=O)CN(C)C(=O)c2ccccc2OCc2ccccc2Cl)c1 | . | 2% | -0.2% | 3.8 | 22 | . | 11% | 5% | 0.1%[50 µM] | .
Cc1nn(C(=O)CCCn2cc([N+](=O)[O-])cn2)c(C)c1Cl | 8% | -8% | 2.5% | -1.4 | 51 | -2% | 19% | 0% | 0.3% | 0.4%
Cc1ccc(S(=O)(=O)N(C)C)cc1NC(=O)CN1C(=O)NC2(CCCc3ccccc32)C1=O (stereo unspecified) | -3% | -10% | 0.8% | 2.3 | 46 | 17% | 6% | 5% | 2.7%[50 µM] | 0.6%
COc1cccc(NC(=O)CSc2nnc(CNC(=O)c3ccccc3)n2C)c1 | 18% | 1% | -1.3% | 0.7 | 84 | 2% | 3% | 13% | 1.7% | 0.0%
CCCNC(=O)C(=O)Nc1ccc2c(c1)N(S(=O)(=O)c1cccs1)CCC2 | . | 5% | 2.2% | -0.3 | 67 | . | 8% | 4% | 1.2%[50 µM] | .
Cc1ccc(C)c(NC(=S)N(CCN(C)C)C(C)c2ccccn2)c1 (stereo unspecified) | 4% | -8% | 1.7% | -0.3 | 66 | 7% | 2% | -1% | 0.0% | -0.2%

(more compounds)
SMILES | AID2073 | Dengue-2 NS5 capping | RSV antiviral HEp-2 | NTR1 ag | NTR1 ag cell count 20 µM | SIAH1 antagonists | Large T inhibition | MgcRacGAP inhibition | K1F lysis inhibition | West Nile virus CPE
CCOc1ccc(NC(=O)COc2ccccc2C(=O)NCc2ccccc2)cc1 | . | -5% | 1.1% | 3.3 | 62 | . | . | 4% | 1.9%[50 µM] | .
CCC(Sc1nc2ccccc2o1)C(=O)O (stereo unspecified) | 8% | -4% | 6.1% | -0.1 | 36 | 2% | 6% | 10% | 0.1% | 0.3%
O=C(OCCN1CCCC1=O)c1cc(F)c(F)c(F)c1F | 5% | -6% | 1.0% | -0.2 | 75 | 5% | 18% | 6% | 1.8%[50 µM] | 0.0%
COc1ccc(-c2csc(-c3cc4ccccc4oc3=N)n2)cc1 | 32% | -7% | 4.7% | 2.2 | 47 | 2% | 5% | 7% | 1.8%[50 µM] | -0.5%
COc1cc2c(C(=O)NCCCN3CCN(c4cccc(Cl)c4)CC3)cn(C)c(=O)c2cc1OC | -5% | 0% | 0.9% | -0.1 | 83 | -1% | 1% | 9% | -0.3% | -1.1%
O=C1CC(Cc2ccc(Br)cc2)C(=O)N1c1ccccc1 (stereo unspecified) | -2% | 4% | 0.6% | 0.5 | 60 | 11% | 4% | 11% | 0.5% | -0.2%
CCc1nnc(NC(=O)CN2C(=O)CCC2=O)s1 | -5% | -4% | 2.2% | -2.0 | 58 | 10% | -7% | 3% | 0.9% | 0.3%
CCOc1ccc(S(=O)(=O)Nc2ccc(C(=O)NCC3(N4CCCCC4)CCCCC3)cc2)cc1 | . | 0% | -0.1% | 0.5 | 55 | . | 11% | 3% | 0.4%[50 µM] | .
CCC(C(=O)N/N=C/c1cccnc1)c1ccccc1 (stereo unspecified) | 6% | 2% | 1.7% | -0.4 | 69 | 4% | 6% | 9% | 2.7%[50 µM] | -0.6%
COc1ccc(S(=O)(=O)/N=C2/NC(=O)/C(=C/c3ccco3)S2)cc1 | -3% | 4% | 2.7% | 1.3 | 70 | 16% | ? | 16% | 0.3%[50 µM] | 0.3%
O=C(NNC(=O)C(Cl)Cl)c1cnn(-c2ccccc2)c1C(F)(F)F | -8% | 2% | 2.3% | -0.2 | 40 | 1% | 13% | -7% | -2.0% | 0.3%
Cc1ccc(OCC(=O)N/N=C\c2cn(Cc3ccccc3)c3ccccc23)cc1C | 23% | -5% | 2.8% | 41* | 51* | -4% | 0% | 5% | 1.8%[50 µM] | .
Cc1ccc(-n2cccc2C(=S)N=P(N(C)C)(N(C)C)N(C)C)cc1 | 23% | 1% | 2.9% | 0.8 | 35 | 0% | 9% | 7% | 0.2% | -0.2%
CCOP(=O)(OCC)c1nc(-c2cccc3ccccc23)oc1N1CCOCC1 | 46% | -1% | 3.9% | 0.9 | 69 | -4% | 11% | 13% | 1.0%[50 µM] | -0.7%
Cc1ccc(N(Cc2ccco2)C(=O)c2ccc(N3CCCCC3)c([N+](=O)[O-])c2)cc1 | 39% | . | 14% | 1.7 | 87 | 4% | 5% | -6% | -1.6% | -0.5%
CC(C)(C)C(=O)NC1CCN(S(C)(=O)=O)CC1 | 5% | 0% | 0.7% | 1.1 | 39 | 4% | 3% | -8% | 8.1% | -0.1%
Cc1nnc(NC(=O)CSc2cn(CCNC(=O)c3ccccc3)c3ccccc23)s1 | -25% | -1% | 1.0% | 1.1 | 58 | 3% | 4%&21% | 8% | -2.6% | -0.1%
Cc1cccc(NC(=O)CNC(=O)c2ccc(-n3cncn3)c([N+](=O)[O-])c2)c1C | . | -2% | -1.1% | -0.7 | 49 | . | 10% | 0% | 1.4%[50 µM] | .
CN(C)CCOCCOc1ccc(Cl)c2ccccc12 | -4% | -1% | -3.2% | -0.4 | 53 | 2% | 2% | 25% | 0.5% | 0.1%
COc1ccc(N(CC(=O)Nc2cccc(N(C)S(C)(=O)=O)c2)S(=O)(=O)c2ccc(F)cc2)cc1 | -10% | -8% | 4.9% | 0.9 | 51 | -6% | 11% | 9% | 0.1% | -0.2%
CC(=O)NC1=NN(C(C)=O)C(C)(c2cccs2)S1 (stereo unspecified) | -8% | 1% | -3.1% | 0.3 | 44 | 1% | 5% | 3% | -0.9% | 0.7%
Cc1ccccc1CN1CCC(n2nccc2NC(=O)c2cccnc2)CC1 | -3% | -5% | -0.3% | 0.5 | 67 | 1% | 13% | 3% | -0.3%[50 µM] | -0.6%
CCc1cc(C(=O)Nc2cc(S(=O)(=O)N(CC)CC)ccc2N2CCN(C)CC2)sc1C | . | 6% | 0.6% | 0.2 | 82 | . | 20% | 5% | -0.2%[50 µM] | .
COc1ccc(NC(=O)/C(N=Nc2cc(S(=O)(=O)Nc3ccc(OC)cc3)ccc2OC)=C(\C)O)cc1 | 6% | -11% | 0.1% | 0.3 | 28 | -3% | 4% | 3% | -0.4% | -0.9%

Single entries from the list.
K1F lysis inhibition, CCc1nnc(NC(=O)CN2C(=O)CCC2=O)s1 reads 0.9%
NTR1 ag cell count 20 µM, CCOP(=O)(OCC)c1nc(-c2cccc3ccccc23)oc1N1CCOCC1 reads 69
AID2073, Cc1ccc(OCC(=O)N/N=C\c2cn(Cc3ccccc3)c3ccccc23)cc1C reads 23%
West Nile virus CPE, COc1ccc(S(=O)(=O)/N=C2/NC(=O)/C(=C/c3ccco3)S2)cc1 reads 0.3%

In the list so far, 2 have a CF3 group.
SMILES | AID2073 | Dengue-2 NS5 capping | RSV antiviral HEp-2 | NTR1 ag | NTR1 ag cell count 20 µM | SIAH1 antagonists | Large T inhibition | MgcRacGAP inhibition | K1F lysis inhibition | West Nile virus CPE
O=C(Nc1ccccc1)c1ccccc1Oc1ccc(C(F)(F)F)cc1[N+](=O)[O-] | -1% | -6% | 4.0% | 5.9 | 53 | 0% | 4% | 11% | -3.0% | -1.8%
O=C(NNC(=O)C(Cl)Cl)c1cnn(-c2ccccc2)c1C(F)(F)F | -8% | 2% | 2.3% | -0.2 | 40 | 1% | 13% | -7% | -2.0% | 0.3%

Screening data as filed in PubChem.
